EWS-Fli inh: blocks EWS/Fli oncoprotein-driven transcription; A673 NR0B1-luciferase reporter, viability-normalised; inhibition, % at 12.6 µM; actives 0.67% (n = 350,000); AID 651661;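 active = mean inhibition of at least 50% after viability correction, with every replicate also passing that limit; inconclusive = mean reaches 50% but only one of two replicates passes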;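 also: firefly luciferase signal divided by Alamar Blue viability fluorescence both relative to DMSO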
ARNT-TACC3 inh: ARNT/TACC3 interaction disruption | Q9Y6A5 | AlphaScreen His-ARNT PAS-B/GST-TACC3 binding, luminescence; TACC3 fragment carries E629A point mutation | inhibition, % at 9.99 µM | actives 0.66% (n = 390,000);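 active = mean inhibition of replicates at least 50% and at least half of replicates each reaching 50%; inconclusive = half or more replicates reach 50% but mean below 50%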;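 also: 0% = complete ARNT plus TACC3 wells and 100% = ARNT alone without TACC3; many hits fall short of the cut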
DENV2 CPE: inhibitors of DENV2 cytopathic effect | DENV2-infected cells, cytopathic effect rescue, plate reader | CPE inhibition, % at 9.99 µM | actives 1.7% (n = 350,000) | AID 651640; in the data active = CPE inhibition above about 20%, passing the limit was not always enough; inconclusive = no clear call, values can overlap the other calls; tested in BHK-21 cells;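 also: 0% = median of neutral control wells and 100% = median of positive control wells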
Casp6 inh: caspase-6 (human) enzyme inhibition; purified caspase-6, Z-VEID-R110 cleavage fluorescence; inhibition, % at 12.5 µM; P55212; actives 0.53% (n = 350,000);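 active = mean inhibition across replicates at least about 35%, with every replicate also reaching that limit, limit read from the data; inconclusive = only one of the two criteria met; inactive = neither criterion met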;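 also: 0% = median of neutral control wells and 100% = no fluorescence left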
Target sequence (P55212 24-179 limits assumed): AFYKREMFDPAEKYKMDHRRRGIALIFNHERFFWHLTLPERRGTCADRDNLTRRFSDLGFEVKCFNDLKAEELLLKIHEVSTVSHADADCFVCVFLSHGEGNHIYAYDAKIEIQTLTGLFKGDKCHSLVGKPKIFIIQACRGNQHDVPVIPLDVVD
Target sequence (P55212 194-293 limits assumed): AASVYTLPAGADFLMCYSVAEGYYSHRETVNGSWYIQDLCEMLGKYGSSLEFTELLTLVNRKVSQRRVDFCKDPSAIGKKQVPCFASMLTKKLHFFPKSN
SIRT5 inh: blocks human SIRT5 desuccinylation of peptide | Q9NXA8 | Purified SirT5, succinyl-peptide AMC, trypsin-coupled fluorescence | inhibition, % at 15 µM | actives 1.1% (n = 330,000) | AID 652115; in the data active = inhibition above about 15%; inconclusive = no clear call, values can overlap the other calls
Target sequence (Q9NXA8 whole entry, looked up): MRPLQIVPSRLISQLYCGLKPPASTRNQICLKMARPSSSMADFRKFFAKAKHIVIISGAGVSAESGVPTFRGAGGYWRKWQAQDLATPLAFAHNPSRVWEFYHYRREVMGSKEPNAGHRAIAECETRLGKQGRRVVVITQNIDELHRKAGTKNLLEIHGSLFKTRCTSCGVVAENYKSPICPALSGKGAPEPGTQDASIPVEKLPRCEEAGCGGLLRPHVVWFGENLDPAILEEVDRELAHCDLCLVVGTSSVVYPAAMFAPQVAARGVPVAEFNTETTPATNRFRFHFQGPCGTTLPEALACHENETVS
LGR2 antag: inhibitors of bursicon-induced Drosophila LGR2 receptor cAMP signaling | actives 0.35% (n = 380,000) | HEK293 LGR2, CRE-luciferase, bursicon-stimulated, 4 h | inhibition, % at 9.99 µM | AID 720647;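 active = drop in luminescence signal, shown as inhibition above about 50% in the replicate tests, limit read from the data, passing the limit was not always enough; inconclusive = probably only some replicates passing the limit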;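 also: agonist challenge used bursicon conditioned medium at about half maximal strength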
PAX8 reporter: inhibitors of PAX8 transcriptional activity in RMG-I cells. RMG-I TPO-luciferase reporter, SteadyGlo, 24 h. inhibition, % at 12.6 µM. actives 1.2% (n = 360,000). AID 652154;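 active = mean replicate inhibition at least 60% with every replicate also reaching 60%; inconclusive = only one of the two criteria is met; inactive = mean below 60% and not all replicates reaching 60%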;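 also: luciferase light reporting Pax8 driven TPO promoter activity; plate controls were median of neutral control wells for no effect and mitoxantrone controls for full effect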
An asterisk follows results filed as active; ? = inconclusive; nt = no result given; & = joins results of further samples; ! = not confirmed by another sample. The list is partial (hit frequency here may not be typical).

SMILES | EWS-Fli inh | ARNT-TACC3 inh | DENV2 CPE | Casp6 inh | SIRT5 inh | LGR2 antag | PAX8 reporter
O=C1c2c(O)ccc(O)c2C(=O)c2c(NCCNCCO)ccc(NCCNCCO)c21 | 40.4&29.8 | 65.0* | 2.5&-0.5 | -238.3 | 7.0&-4.5 | 101.7* | 105.9*!
COC(=O)N/N=C/c1c[n+]([O-])c2ccccc2[n+]1[O-] | -6.7 | nt | 2.0 | 1.5 | 1.5 | -8.4 | -30.7
C[C@@H]1C[C@H]2[C@@H]3CCC4=CC(=O)C=C[C@]4(C)[C@@]3(Cl)[C@@H](O)C[C@]2(C)[C@@]1(OC(=O)c1ccco1)C(=O)CCl | 16.9 | -6.8 | -3.9 | 4.9 | 0.9 | nt | 14.4
COc1cc(N)c(Cl)cc1C(=O)N[C@H]1CCN(CCCOc2ccc(F)cc2)C[C@H]1OC | 39.5 | -6.1 | 6.3 | 12.5 | 6.4 | 11.0 | -18.3
CN(C)CC/C=C1/c2ccccc2COc2ccc(CC(=O)O)cc21 | -8.0 | 30.2 | -1.7 | 1.0 | -4.2 | 9.2 | -5.4
CC(Cc1cccc(C(F)(F)F)c1)NCCOC(=O)c1ccccc1 (centres undefined) | -1.3&-3.1 | -0.1&-5.7 | 4.3&19.0 | 5.1&1.3 | 2.0&-2.7 | 9.9&-19.6 | -19.6&-3.3
C/C(=N\NC(=S)NCc1ccccc1)C1CCCCC1 | -16.5 | 2.8 | 12.4 | 0.2 | -1.0 | 13.7 | -10.5
CCCCN(CCCC)CCCOC(=O)c1ccc(N)cc1 | 2.0 | 7.2 | -2.2 | -4.1 | 2.7 | 2.6 | -11.6
CC1(C)O[C@@H]2C[C@H]3[C@@H]4C[C@H](F)C5=CC(=O)C=C[C@]5(C)[C@@]4(F)[C@@H](O)C[C@]3(C)[C@]2(C(=O)CO)O1 | 8.6 | 23.3 | -11.1 | 2.8 | -5.4 | 31.9 | 8.1
Cc1nc2c3ccccc3nc(NNC(=O)CCC(=O)N3CCN(c4ccccc4F)CC3)n2n1 | -0.3 | 3.8 | -1.7 | 0.2 | -4.5 | -6.6 | 5.3
CCC(C(=O)Nc1ccccc1N1CCCC1)c1ccccc1 (centres undefined) | 20.4 | -7.7 | -3.8 | 0.3 | -3.8 | 26.4 | 21.4
Cn1ccc2cc3c(cc21)CCN3C(=O)Nc1cccnc1 | 1.3 | -2.8 | -17.7 | 6.7 | -6.7 | 1.8 | -18.4
O=C1NC(=S)S/C1=C\C=C\c1ccc([N+](=O)[O-])o1 | 69.9* | 10.6 | -3.0 | 96.1* | 25.3* | 19.6 | 47.5
O=C(c1ccccn1)N(Cc1cccs1)C1(C(=O)NC2CCCCC2)CCCCC1 | 7.9 | 16.1 | -6.1 | 1.6 | -0.9 | -1.9 | -23.6
Cc1c(C)n(Cc2ccccc2)c2ccc(C(=O)OCCN(C)C)cc12 | 2.1 | -52.4 | -5.2 | -14.6 | 3.4 | -9.7 | -28.4
O=[N+]([O-])c1cncn1CCN1CCOCC1 | -23.7 | -3.8 | -0.7 | 0.6 | nt | -1.7 | -0.2
CC[C@]12CCCN3CCc4c(n(c5ccccc45)[C@](O)(C(=O)OC)C1)[C@@H]32 | 0.9 | 40.8 | ? | 5.2 | -9.2 | 0.0 | 11.8
CCCOc1ccc(C(=O)OCCN(CC)CC)cc1N | -9.1 | 26.1 | 0.1 | -16.6 | -3.4 | 10.9 | -8.9
CN(C)C/C=C(\c1ccc(Br)cc1)c1cccnc1 | -11.5 | 1.7 | -7.7 | 0.3 | 3.6 | nt | -0.1
O=C(Nc1cc(-c2ccccc2)nn1-c1ccccc1F)c1ccc([N+](=O)[O-])cc1 | -59.8 | 1.6 | -2.5 | 2.1 | nt | 11.7 | -20.5
CC(=O)OCC(=O)[C@@]1(O)CC[C@H]2[C@@H]3CCC4=CC(=O)C=C[C@]4(C)[C@@]3(F)[C@@H](O)C[C@@]21C | 4.8 | -2.3 | -9.6 | 2.7 | -0.5 | nt | 7.2
O=C(O)Cc1cn(-c2ccccc2)nc1-c1ccc(Cl)cc1 | 5.6 | 5.3 | -1.8 | 2.1 | 0.1 | 1.1 | 5.3
CCCCOc1cc(C(=O)OCCN(CC)CC)ccc1N | 7.9&6.4 | 9.5&19.5 | ? | -5.5&-4.6 | -4.8&1.5 | -5.1&4.4 | -6.8&7.8
CN[C@@H]1[C@H](O)[C@H](NC)[C@H]2O[C@@]3(O)C(=O)C[C@@H](C)O[C@H]3O[C@@H]2[C@H]1O | -0.7 | 0.3 | -0.7 | -6.2 | -3.6 | -18.0 | -7.2
O=C(NC1CCN(CCc2c[nH]c3ccccc23)CC1)c1ccccc1 | 8.9 | 2.6 | -4.5 | nt | -4.2 | -10.4 | 3.5
COc1cc(C=O)ccc1O | 5.9 | nt | 2.5 | 2.5 | -4.1 | -23.9 | -16.0
CC(C)(C)NCC(O)COc1cccc2c1C[C@H](O)[C@H](O)C2 (some centres undefined) | 0.8 | -3.1 | -4.5 | -2.2 | -0.2 | nt | -1.7
Cc1cc(=O)oc2cc(O)ccc12 | 3.9 | -8.8 | ? | 3.4 | -145.7 | -6.4 | nt
CCCC(=O)O[C@]1(C(=O)CCl)[C@@H](C)C[C@H]2[C@@H]3CCC4=CC(=O)C=C[C@]4(C)[C@@]3(F)C(=O)C[C@@]21C | 7.2 | -2.0 | -4.7 | nt | 0.3 | -7.5 | -26.9
CCCCCCCCCCCCCCC[C@@H](O)[C@@H](N)CO | -0.4 | -1.1 | -5.9 | 0.3 | 7.2 | nt | 5.5
CCc1cccc(CC)c1NC(=O)CN(CC(=O)O)CC(=O)O | 4.0 | 17.8 | -6.3 | -5.0 | 3.5 | -4.3 | -14.1
CC1O[C@@H](OCC2O[C@@H](Oc3cc(O)c4c(c3)OC(c3ccc(O)cc3)CC4=O)[C@H](O)[C@@H](O)[C@@H]2O)[C@H](O)[C@H](O)[C@H]1O (some centres undefined) | 0.0 | nt | 7.6 | 0.4 | nt | -32.3 | nt
O=C(O)Cc1sc(-c2ccccc2)nc1-c1ccc(Cl)cc1 | 3.0 | nt | 0.8 | 1.2 | 5.4 | 13.3 | 4.5
Cc1scc2c1N(C(=O)CN1CCN(C)CC1)c1ccccc1NC2=O | -1.0 | -4.7 | ? | 2.1 | -2.0 | 8.6 | -2.0
CN(C)S(=O)(=O)n1cc(/C=C(\NC(=O)c2ccccc2)C(=O)NCCCn2ccnc2)c2ccccc21 | 11.3 | 14.4 | 9.9 | nt | -2.6 | 10.1 | 5.8
COc1cc(C2Oc3cc(C4Oc5cc(O)cc(O)c5C(=O)C4O)ccc3OC2CO)ccc1O (centres undefined) | 0.5 | 3.6 | -0.1 | nt | 3.5 | -1.9 | -3.9

Four successive records already listed:
SMILES | EWS-Fli inh | ARNT-TACC3 inh | DENV2 CPE | Casp6 inh | SIRT5 inh | LGR2 antag | PAX8 reporter
O=C(NC1CCN(CCc2c[nH]c3ccccc23)CC1)c1ccccc1 | 8.9 | 2.6 | -4.5 | nt | -4.2 | -10.4 | 3.5
COc1cc(C=O)ccc1O | 5.9 | nt | 2.5 | 2.5 | -4.1 | -23.9 | -16.0
CC(C)(C)NCC(O)COc1cccc2c1C[C@H](O)[C@H](O)C2 (some centres undefined) | 0.8 | -3.1 | -4.5 | -2.2 | -0.2 | nt | -1.7
Cc1cc(=O)oc2cc(O)ccc12 | 3.9 | -8.8 | ? | 3.4 | -145.7 | -6.4 | nt

The listing continues.
SMILES | EWS-Fli inh | ARNT-TACC3 inh | DENV2 CPE | Casp6 inh | SIRT5 inh | LGR2 antag | PAX8 reporter
O=C(O)c1cc(=O)c2ccccc2o1 | nt | -18.9 | ? | -2.1 | 1.6 | -5.6 | 8.2
CCN(CCCCOC(=O)c1ccc(OC)c(OC)c1)C(C)Cc1ccc(OC)cc1 (centres undefined) | -7.4 | 1.3 | -0.4 | -2.3 | -0.9 | -8.7 | -11.6
N=c1nc(N2CCCCC2)cc(N)n1O | -2.4&-4.9 | 5.1&-6.2 | 15.0&1.9 | 3.6&0.5 | 1.5&-1.1 | -4.7&-2.5 | 20.9&-5.1
C[C@H](CCC(=O)O)[C@H]1CC[C@H]2[C@@H]3[C@H](O)C[C@@H]4C[C@H](O)CC[C@]4(C)[C@H]3CC[C@]12C | -3.9 | 36.8 | ? | 6.0 | 3.7 | -4.1 | -6.4
CCCC(=O)O[C@]1(C(=O)COC(C)=O)CC[C@H]2[C@@H]3C[C@H](F)C4=CC(=O)C=C[C@]4(C)[C@@]3(F)[C@@H](O)C[C@@]21C | -2.1 | 2.2 | -13.0 | 5.4 | -2.3 | 6.0 | -4.7
Nc1ncnc2c1c(-c1ccc(Oc3ccccc3)cc1)cn2C1CCCC1 | 17.8 | 4.3 | ? | -0.3 | 2.0 | nt | 27.3
CCCC1(c2ccccc2)NC(=O)N(CC(=O)N(C)Cc2c(F)cccc2Cl)C1=O (centres undefined) | 0.6 | nt | 1.3 | 0.5 | -3.4 | 10.4 | -4.3
CCCCCCCCCCCCCCCC(O)C(N)CO (centres undefined) | 1.1 | -2.6 | -7.5 | nt | -4.6 | nt | -26.5
CC(C)NNC(=O)c1ccncc1 | -3.5 | 0.0 | -2.4 | -3.4 | -2.7 | 4.4 | 6.2
O=C1NC(=O)C2(CCOc3ccc(F)cc32)N1 (centres undefined) | -5.4 | nt | 1.4 | -1.0 | -3.0 | 5.7 | 0.5
Nc1c2ccccc2nc2ccccc12 | 44.8&36.9 | 9.3 | 3.4&-15.1 | -5.0&3.4 | -35.3&-30.5 | 96.0* | -12.3&-27.5
CCc1ccccc1OC[C@@H](O)CN[C@H]1CCCc2ccccc21 | 29.4 | 0.0 | 4.6 | -3.0 | -3.1 | 23.6 | -17.4
CC(C)(C)NCC(O)COc1cccc2c1CC(O)C(O)C2 (centres undefined) | -10.3 | -3.4 | -2.4 | -3.4 | 6.3 | nt | -4.9

Casp6 inh: entries above that show a hit
structure | ARNT-TACC3 inh | DENV2 CPE | Casp6 inh | SIRT5 inh | LGR2 antag
O=C1NC(=S)S/C1=C\C=C\c1ccc([N+](=O)[O-])o1 | 10.6 | -3.0 | 96.1* | 25.3* | 19.6

Three compounds from above, sorted by heavy-atom count, lowest first.
SMILES | EWS-Fli inh | ARNT-TACC3 inh | DENV2 CPE | Casp6 inh | SIRT5 inh | LGR2 antag | PAX8 reporter
N=c1nc(N2CCCCC2)cc(N)n1O | -2.4&-4.9 | 5.1&-6.2 | 15.0&1.9 | 3.6&0.5 | 1.5&-1.1 | -4.7&-2.5 | 20.9&-5.1
CC(C)(C)NCC(O)COc1cccc2c1CC(O)C(O)C2 (centres undefined) | -10.3 | -3.4 | -2.4 | -3.4 | 6.3 | nt | -4.9
CCc1ccccc1OC[C@@H](O)CN[C@H]1CCCc2ccccc21 | 29.4 | 0.0 | 4.6 | -3.0 | -3.1 | 23.6 | -17.4

Screening data as filed in PubChem.
